Source: PubChem
CCR6 antagonist: CCR6 receptor antagonists, primary screen, cell-based, CHO-K1, luminescence, beta-arrestin, uHTS | CHO-K1 CCR6 PathHunter beta-arrestin, CCL20-stimulated | inhibition, % at 20 µM | actives 0.49% (n = 340,000);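 active = compounds whose inhibition of the agonist-driven luminescence signal at 20 µM reaches about 50%, limit read from the data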;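 also: cells stimulated with CCL20 at 14 nM final; plate controls were DMSO with CCL20 for no effect and DMSO without agonist for full effect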
Target sequence (P51684 whole entry, looked up): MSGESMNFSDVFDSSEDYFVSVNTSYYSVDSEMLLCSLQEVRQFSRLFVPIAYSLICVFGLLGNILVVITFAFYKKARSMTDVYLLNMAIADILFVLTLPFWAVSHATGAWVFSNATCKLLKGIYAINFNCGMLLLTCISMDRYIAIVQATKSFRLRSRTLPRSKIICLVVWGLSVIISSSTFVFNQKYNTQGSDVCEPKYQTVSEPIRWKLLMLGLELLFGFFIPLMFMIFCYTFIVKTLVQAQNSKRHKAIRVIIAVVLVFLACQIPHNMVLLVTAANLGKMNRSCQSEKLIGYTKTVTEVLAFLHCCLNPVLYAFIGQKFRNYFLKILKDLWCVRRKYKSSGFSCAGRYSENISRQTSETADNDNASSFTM
Gli-Sufu antag: Gli-Sufu pathway antagonists, primary screen, luciferase luminescence, Sufu-KO-LIGHT cells, uHTS | Sufu-KO-LIGHT fibroblasts, Gli luciferase reporter luminescence | inhibition, % at 5 µM | actives 0.74% (n = 340,000);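 active = inhibition above about 55%, limit read from the data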;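 also: 0% = DMSO-treated cells and 100% = wells with medium but no cells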
APOBEC3A inh: APOBEC3A ssDNA deaminase inhibitors, primary screen, selectivity assay for APOBEC3G inhibitor project, biochemical, FAM/TAMRA oligo cleavage fluorescence | recombinant A3A, FAM/TAMRA ssDNA deamination fluorescence | actives 0.41% (n = 330,000) | inhibition, % at 20 µM | AID 493011, 2011;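 active = at least 40% inhibition at 20 µM here, with at most 30% in a related deaminase screen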;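 also: plate controls were A3A with DMSO for no effect and wells lacking A3A enzyme for full effect; some results filed as inactive read as strong as hits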
Target sequence (P31941 whole entry, looked up): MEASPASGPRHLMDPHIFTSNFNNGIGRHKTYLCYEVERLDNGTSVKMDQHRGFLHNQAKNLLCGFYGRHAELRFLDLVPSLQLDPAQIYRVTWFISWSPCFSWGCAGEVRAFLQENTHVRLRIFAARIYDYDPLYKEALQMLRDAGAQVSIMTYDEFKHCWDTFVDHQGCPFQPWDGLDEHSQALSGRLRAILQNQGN
MPTP inh: mitochondrial permeability transition pore inhibitors, primary screen, biochemical, isolated mouse mitochondria, absorbance; actives 1.4% (n = 360,000); Ca2+ swelling absorbance, 30 min; inhibition, % at 10 µM;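 active = inhibition of 50% or more, scaled per plate between neutral and stimulator controls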;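 also: 0% = DMSO wells given calcium and 100% = 1 mM EGTA wells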
A3G deaminase: APOBEC3G DNA deaminase inhibitors, primary screen, biochemical, fluorescence, single-stranded DNA substrate, uHTS; inhibition, % at 20 µM; recombinant A3G, ssDNA deamination FAM/TAMRA fluorescence; DNA dC->dU-editing enzyme APOBEC-3G (Homo sapiens), Q9HC16; actives 0.28% (n = 330,000);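 active = inhibition of at least 40% at 20 µM, with no more than 30% in the related APOBEC3A deaminase screen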;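 also: plate controls were DMSO wells with A3G for no effect and wells lacking A3G enzyme for full effect; some compounds called inactive have numbers as strong as hits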
Target sequence (Q9HC16 whole entry, looked up): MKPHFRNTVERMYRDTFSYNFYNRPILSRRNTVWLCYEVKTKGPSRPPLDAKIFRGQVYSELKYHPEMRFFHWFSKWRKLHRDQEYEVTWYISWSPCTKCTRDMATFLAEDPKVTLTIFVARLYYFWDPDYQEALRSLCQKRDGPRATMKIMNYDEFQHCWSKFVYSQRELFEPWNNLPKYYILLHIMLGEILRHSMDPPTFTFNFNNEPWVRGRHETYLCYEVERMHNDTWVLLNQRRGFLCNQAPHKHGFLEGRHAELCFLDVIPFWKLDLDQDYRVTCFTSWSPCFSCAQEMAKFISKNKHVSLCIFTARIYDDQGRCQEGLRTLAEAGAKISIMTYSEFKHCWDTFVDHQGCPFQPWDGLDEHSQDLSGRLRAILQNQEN
CXCR6 inh: CXCR6 receptor inhibitors, primary screen, cell-based, beta-arrestin, luminescence, CHO-K1 PathHunter, 1536-well; C-X-C chemokine receptor type 6 (Homo sapiens), O00574; inhibition, % at 20 µM; actives 0.36% (n = 360,000); in the data active = inhibition above about 34%, passing the limit was not always enough;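 also: antagonist mode with CXCL16 agonist at 10 nM final; 0% = 10 nM CXCL16 with DMSO and 100% = unstimulated wells without agonist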
EBI2 block: EBI2 receptor antagonists, beta-arrestin recruitment, primary screen, cell-based, luminescence, 7a,25-OHC stimulation, uHTS; actives 0.81% (n = 360,000); inhibition, % at 5 µM; G-protein coupled receptor 183 (Homo sapiens), P32249; AID 651636, 2012; 7a,25-OHC stimulated; in the data active = inhibition above about 38%;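 also: enzyme fragment complementation signal reports receptor beta-arrestin coupling in cells; 0% = agonist plus DMSO wells and 100% = wells without agonist; some results beyond the cut were filed as inactive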
GRIN3A LBD mod: binders of NR3A ligand-binding domain, primary screen, biophysical, differential scanning fluorimetry, uHTS | NR3A LBD differential scanning fluorimetry, Tm shift; 0% = protein alone, 100% = glycine-bound protein | AID 1259313, 2017 | Tm shift relative to glycine control, % at 25 µM | actives 2.5% (n = 340,000) | Glutamate receptor ionotropic, NMDA 3A (GRIN3A) ligand-binding domain;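 active = melting temperature shift of at least 10% of the positive control shift, at one fixed dose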
* = called active by the depositor.

SMILES | CCR6 antagonist | Gli-Sufu antag | APOBEC3A inh | MPTP inh | A3G deaminase | CXCR6 inh | EBI2 block | GRIN3A LBD mod
CCOC(=O)c1nn(-c2ccccc2C)c2nc(-c3ccc(C)cc3)c(C#N)c(=O)n12 | -16.7 | 5.7 | -4.7 | -0.7 | -6.5 | 7.6 | 10.3 | -0.2
N#CC1=C(N)N(c2ccc(Br)cc2)C2=C(C(=O)CCC2)C1c1cccnc1 (centres undefined) | 12.3 | 12.3 | 0.5 | -0.3 | -5.7 | -11.8 | -0.4 | 0.6
COc1cccc(Nc2c(F)c(F)c(F)c(F)c2C(=O)O)c1 | 2.2 | 13.2 | 0.7 | -0.7 | 1.7 | -6.8 | 1.9 | 1.2
O=C(NC1CCCCC1)C(c1ccc(F)cc1)N(CCN1CCOCC1)C(=O)c1ccc(-c2ccccc2)[nH]1 (centres undefined) | 9.6 | 10.5 | 4.1 | -1.1 | -2.4 | -2.3 | 12.6 | 1.7
C=CC[C@@H](CC(=O)NCCO)C(=O)N[C@@H](COC(=O)[C@@H](CC=C)Cc1ccc(F)cc1)Cc1c[nH]c2ccccc12 | -11.1 | -25.7 | -3.9 | 1.7 | -8.8 | -2.7 | -9.6 | 0.1
CCNC(=O)N1CCN(C(=O)NCC)CC1 | -1.1 | -1.8 | -0.9 | -2.0 | -7.6 | -8.2 | 3.3 | -0.9
NS(=O)(=O)c1ccc(CCNC(=O)CSc2nc3ccccc3c(=O)n2CCC(=O)N2CCCCC2)cc1 | 3.1 | -8.0 | -1.6 | -0.2 | -5.3 | 2.1 | -7.5 | 0.9
COc1ccccc1NC(=O)C(C)OC(=O)Cc1n[nH]c(=O)c2ccccc12 (centres undefined) | 2.8 | 41.2 | -4.5 | -1.9 | -6.5 | 6.5 | 4.5 | -1.0
CC(C)CNC(=S)N1CCC(Cc2ccccc2)CC1 | 3.1 | 26.4 | -6.8 | -0.5 | -8.8 | -14.1 | -5.7 | 0.4
Cc1ccc(C(CNS(=O)(=O)c2ccc(F)cc2)N2CCN(C)CC2)cc1 (centres undefined) | 7.8 | 1.8 | -4.0 | -0.3 | -6.2 | 10.0 | 0.8 | 1.0
O=C(CCNC(=O)c1ccc(Cl)cc1)NNC(=O)c1ccc(F)cc1 | 5.8 | 0.6 | -3.1 | -2.8 | -6.3 | 5.3 | -9.7 | 1.2
O=C(NCc1ccccc1)C(c1ccc(F)cc1)N(C(=O)c1csnn1)C1CC1 (centres undefined) | 13.7 | -16.7 | -2.4 | -0.7 | -3.7 | -3.2 | 7.9 | 0.6
CCCCSC1(SCCCC)N=C(N)C2(C#N)C(c3ccccc3)NC(C)=C(C)C12C#N (centres undefined) | -1.5 | -5.8 | -1.9 | 6.9 | -8.2 | 6.3 | 0.8 | -3.9
CCc1ccc(C2=NNC(=Nc3cccc(S(=O)(=O)N(C)C)c3)SC2)cc1 | 7.5 | 25.6 | 0.9 | -0.1 | -0.6 | -14.7 | 18.5 | -0.1
Nc1nc(SCC(=O)Nc2cccc(F)c2)n[nH]1 | 2.8 | -2.4 | -1.8 | 1.0 | -3.6 | -5.0 | -13.2 | 1.7
O=C(Oc1cccc(C(=S)N2CCOCC2)c1)c1cc([N+](=O)[O-])cc([N+](=O)[O-])c1 | -2.8 | -14.3 | -2.1 | -0.7 | -1.4 | -10.8 | 13.1 | -1.0
Cc1noc(C)c1CSCC(=O)OCC(=O)NC1CCCCC1 | -5.8 | 1.0 | -5.2 | -1.5 | -4.2 | -0.4 | -1.6 | -0.2
O=C(N/N=C1\CCCc2ccccc21)c1cccc([N+](=O)[O-])c1 | -6.3 | -0.2 | -0.2 | -0.9 | 1.9 | -1.7 | -5.0 | -0.7
CCCCCCC(=O)N(O)C1CC(=O)N(Cc2ccccc2)C1=O (centres undefined) | 13.6 | -0.9 | -4.0 | 2.1 | -5.1 | 6.5 | 3.1 | -0.5
Cc1nn(Cc2ccccc2)c(Cl)c1C(=O)OC(C)C#N (centres undefined) | 0.0 | -0.9 | -0.3 | -0.2 | -12.2 | 8.3 | 7.6 | 0.0
O=c1cc(CSc2ccc(Cl)cc2)nc(-c2ccccc2)[nH]1 | 3.4 | -14.2 | -0.9 | -0.4 | -4.6 | -9.4 | -5.3 | 0.1
Cc1nc(-c2cc(-c3nc(-c4ccc(C(F)(F)F)cc4)no3)no2)cs1 | -11.2 | -12.2 | -0.4 | 1.7 | -4.7 | -10.5 | -4.1 | -3.7
CCCN(CCC)CC(=O)NCC1(c2ccccc2)CCOCC1 | 4.7 | 8.3 | -0.2 | -0.4 | -4.0 | 1.7 | 9.5 | 1.7
CCSc1nnc(NC(=O)[C@@H](NC(=O)c2ccccc2)C(C)C)s1 | 6.9 | 7.0 | 5.8 | 0.8 | 0.0 | 0.7 | 2.5 | 0.1
O=c1[nH]nc(SCCS(=O)(=O)c2ccc(F)cc2)n1-c1ccccc1 | -7.5 | 2.9 | -1.9 | 1.4 | -9.9 | 4.7 | -3.7 | 2.3
(continued)
SMILES | CCR6 antagonist | Gli-Sufu antag | APOBEC3A inh | MPTP inh | A3G deaminase | CXCR6 inh | EBI2 block | GRIN3A LBD mod
CCCc1nc2ccccc2c(C(=O)OCC(=O)Nc2cccc(S(=O)(=O)N3CCOCC3)c2)c1CC | 16.1 | -10.2 | 3.1 | 10.7 | 1.5 | 2.0 | 11.1 | 7.9
COc1ccc(NC(=O)C(=O)N2N=C(C(C)C)CC2(O)C(F)(F)F)cc1 (centres undefined) | -11.4 | -8.4 | 26.0 | -0.5 | 6.5 | 9.6 | 12.6 | -2.5
COc1ccc(C(=O)NC(=S)N2CCCCC2)cc1 | 7.2 | -8.6 | -1.4 | -0.3 | -0.3 | 1.0 | -5.9 | 0.4
CC(=O)N1CCN(S(=O)(=O)c2cccc(C(=O)NC3CCC(C)CC3)c2)CC1 (centres undefined) | 0.8 | -2.9 | -1.0 | 0.5 | -8.0 | 5.6 | 0.4 | 0.0
COCCn1c(SCC(=O)Nc2ccc(Cl)c(S(=O)(=O)N(C)C)c2)nc2ccccc21 | 10.0 | 7.7 | 32.0 | 4.6 | 10.5 | 5.4 | 7.2 | -5.0
Cc1ccc(S(=O)(=O)N2C[C@@H]3[C@H]4CC[C@H](C4)[C@@H]3[C@@H](C)[C@H]2C#N)cc1 | 14.3 | 14.9 | 2.3 | -3.1 | 6.0 | 0.5 | -1.2 | 0.7
CNc1nnc(Sc2ncccc2[N+](=O)[O-])s1 | -4.3 | 5.1 | 7.2 | 4.9 | -6.5 | -2.5 | 0.5 | 2.2
CC(C)c1ccc(NC(=O)C2C3C=CC4(CN(Cc5cccnc5)C(=O)C24)O3)cc1 (centres undefined) | 4.6 | -14.9 | -1.1 | 1.3 | -4.4 | 7.5 | -5.3 | 1.2
COc1ccc(CCNC(=O)COC(=O)/C=C/c2cccc(F)c2)cc1 | 7.8 | -9.6 | 0.6 | -2.6 | -4.6 | 4.5 | -6.9 | 0.3
Cc1c(NC(=O)c2ccccc2)c(=O)n(-c2ccccc2)n1C | 7.7 | -30.4 | 2.1 | -2.0 | -0.9 | -0.4 | -18.1 | 0.7
Nc1nnc(SCc2coc(-c3ccc(Cl)cc3)n2)s1 | -1.8 | -56.3 | 0.3 | -4.4 | 3.6 | -12.0 | -8.5 | 0.5
CS(=O)(=O)c1ccc(Oc2ccc(-c3nnco3)cc2)c([N+](=O)[O-])c1 | -4.8 | 8.7 | -2.2 | -4.0 | -12.7 | -13.2 | -9.9 | -0.2
O=S(=O)(c1ccc(-c2nnc(SCc3ccccc3)o2)cc1)N1CCCC1 | 15.6 | 2.7 | -1.4 | 7.4 | -2.0 | 10.0 | 22.1 | -1.7
CSc1cccc(NC(=O)CSc2ncccc2C(=O)Oc2cccc([N+](=O)[O-])c2)c1 | -13.1 | -4.7 | 2.7 | 1.3 | -11.7 | 6.6 | -18.5 | -4.3
COCc1c(C(=O)OCC(=O)N2c3ccccc3CC2C)oc2ccccc12 (centres undefined) | 14.5 | 2.5 | 2.5 | 1.0 | -0.9 | -6.4 | 8.0 | 0.1
NC(=O)[C@H]1CC2(CC(c3cccc(NC(=O)[C@H]4CCC(=O)N4)c3)=NO2)CN1C(=O)c1ccccc1 (some centres undefined) | 2.7 | -4.5 | 5.1 | 0.5 | 7.2 | 6.6 | -5.2 | -10.2
O=C(NCc1cccnc1)c1ccc(S(=O)(=O)N2CCOCC2)cc1 | -5.8 | 4.8 | -3.6 | 0.0 | -4.0 | 7.4 | -19.3 | -1.5
CC(=O)Nc1ccc(NS(=O)(=O)C(F)(F)F)cc1 | -6.4 | 2.9 | -4.6 | 1.6 | -11.8 | -3.3 | -1.6 | 1.6
COc1cc(-c2nc(-c3cccnc3)no2)cc(OC)c1OC | 9.3 | -3.7 | -3.0 | 0.4 | -8.5 | 0.9 | 2.2 | 2.4
COc1ccccc1C(CCNS(=O)(=O)c1ccc(C)cc1)c1ccco1 (centres undefined) | 32.1 | -0.2 | -3.6 | 8.9 | -6.5 | 2.9 | 7.2 | -3.9
Cc1ccccc1NC(=O)CN1CCN(C)CC1 | 7.5 | 1.3 | 2.1 | 0.1 | 0.5 | -6.5 | 3.9 | -0.7
O=C(C1=C[C@H](c2csc3ccccc23)C[C@H](OCCCCO)O1)N1CCN(Cc2ccc3c(c2)OCO3)CC1 | 14.2 | 20.9 | -6.5 | -1.4 | -14.3 | 0.8 | 36.9 | -0.5
COc1ccc(NC(=O)CN(C)C(=O)CNC(=O)C2CCCCC2)cc1 | -1.8 | -7.0 | -4.3 | -1.7 | 2.6 | 25.1 | 0.5 | 1.6
Cc1cc(=O)[nH]c2cc(O)ccc12 | 3.3 | -2.5 | -3.8 | 0.2 | -3.0 | 2.7 | -14.5 | -1.2
Cc1cc(S(=O)(=O)NCc2ccccc2)ccc1OCC(=O)NCC1CCCO1 (centres undefined) | 10.9 | -1.6 | -0.9 | 0.0 | -5.5 | -4.2 | 0.7 | -1.8
Cc1cccc(C(=O)NC2CC(C)(C)NC(C)(C)C2)c1 | -6.6 | -1.7 | -1.5 | -1.6 | -4.4 | -12.3 | -4.7 | 0.1
NC(=O)CSc1ncnc2c1cnn2Cc1ccccc1 | 10.7 | 3.8 | -0.8 | 0.4 | -3.4 | 3.1 | -4.8 | -2.5

Entries of single compounds, looked up by structure. Screens in order: CCR6 antagonist	Gli-Sufu antag	APOBEC3A inh	MPTP inh	A3G deaminase	CXCR6 inh	EBI2 block	GRIN3A LBD mod
COc1cc(-c2nc(-c3cccnc3)no2)cc(OC)c1OC is listed with 9.3	-3.7	-3.0	0.4	-8.5	0.9	2.2	2.4
Cc1ccc(S(=O)(=O)N2C[C@@H]3[C@H]4CC[C@H](C4)[C@@H]3[C@@H](C)[C@H]2C#N)cc1 is listed with 14.3	14.9	2.3	-3.1	6.0	0.5	-1.2	0.7
COc1ccc(NC(=O)CN(C)C(=O)CNC(=O)C2CCCCC2)cc1 is listed with -1.8	-7.0	-4.3	-1.7	2.6	25.1	0.5	1.6

Hits appear at their usual frequency; about 5.8% have a hit in one of these screens.
